Assay outcomes as filed in PubChem.
aGal spleen mod: qHTS Assay for Inhibitors and Activators of Human alpha-Galactosidase From Spleen Homogenate; human spleen homogenate, 4MU-alpha-Gal fluorescence, 40 min; Potency, µM (doses to about 80 µM), for inactives: at the highest dose activity change, negative = inhibition, usual class: inhibitors; 240,000 tested, 0.008% active; Alpha-galactosidase A (Homo sapiens), P06280;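 also: 0% = enzyme with vehicle and -100% = no enzyme basal signal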
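Fluorogenic readout (Ex 365/Em 440 nm) of 4-methylumbelliferone released from 1 mM 4-MU-alpha-galactoside by spleen homogenate, 40 min at 37C, pH 5.0. Data normalized to no-enzyme and enzyme controls; Hill-equation AC50 from compound titrations.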
Tau ThT inhib: qHTS for Inhibitors of Tau Fibril Formation, Thioflavin T Binding | Microtubule-associated protein tau (Homo sapiens), P10636 | recombinant tau K18 P301L, heparin-induced fibrillization, ThT fluorescence | Potency, µM (doses to about 57.4 µM), for inactives: at the top dose activity, negative = inhibition, hits mostly inhibitors | 270,000 tested, 2.1% active | AID 1460, 2008; also: nearly all actives have a fitted effect of over 55% in size
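Fibril formation assay: tau K18 P301L at 15 uM with trace Alexa 594 label, heparin inducer 20 uM, pH 7 sodium acetate buffer, 37 C for 6 hr; endpoint ThT signal.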
TexasRed fluor: Total Fluorescence Counterscreen for Inhibitors of the Interaction of Thyroid Hormone Receptor and Steroid Receptor Coregulator 2; TRb/SRC2 Texas Red total fluorescence interference; Potency, µM (titrated, usually from 106 µM), for inactives: at the highest dose fluorescence change, negative = quenching; 280,000 tested, 0.29% active; AID 1479, 2009; active = well fitted curve in either direction with a large enough effect; inconclusive = small, poorly fitted or top-dose-only effect
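Flags fluorescent or light-absorbing compounds by total fluorescence, S + 2P, at 555 nm excitation and 632 nm emission. Mixture: 20 nM Texas Red SRC2 peptide, 0.6 uM human TRb LBD, 1 uM T3, 5% DMSO; compound exposure 5 h at ambient temperature.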
L3MBTL1 block: qHTS Assay for the Inhibitors of L3MBTL1; 230,000 tested, 0.66% active; Lethal(3)malignant brain tumor-like protein 1 (Homo sapiens), Q9Y468; AlphaScreen L3MBTL1–H3K9me1 peptide binding; Potency, µM (top dose mostly 57.1 µM), without a hit: top-dose activity, negative = inhibition, hits mostly inhibitors; also: nearly all actives have a fitted effect of over 60% in size
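AlphaScreen assay: L3MBTL1 (50 nM final) was preincubated 30 min at room temperature with biotinylated H3(1-15)K9me1 peptide (75 nM final), then 30 min with library compounds; streptavidin donor and nickel chelate acceptor beads (10 ug/mL final) added, 30 min dark.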
Tau fluor counter: Counterscreen qHTS for Inhibitors of Tau Fibril Formation, Fluorescence Polarization | 280,000 tested, 0.93% active | tau K18 P301L Alexa594 fluorescence, heparin fibrillization | AID 1463, 2008 | Potency, µM (highest dose often 57.7 µM), without a hit: top-dose activity change, negative = decrease; also: nearly all actives have a fitted effect of over 55% in size
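Human tau K18 P301L (15 uM unlabeled, 0.24 uM Alexa 594-labeled) in 100 mM sodium acetate pH 7 with 20 uM heparin, 6 hr at 37 C. ThT 30 uM added, 1 hr ambient; Alexa 594 FP and total fluorescence read at 555/632 nm.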
ALDH1A1 inh: qHTS Assay for Inhibitors of Aldehyde Dehydrogenase 1 (ALDH1A1). Purified ALDH1A1, NADH fluorescence, propionaldehyde substrate. 220,000 tested, 7.3% active. Potency, µM (highest dose often 75.3 µM), for the others: top-dose activity, negative = inhibition, most hits filed as inhibitors. Aldehyde dehydrogenase 1A1 (Homo sapiens), P00352; active = well fitted inhibition curve with a large enough effect, not every such curve was filed as active; inconclusive = small, poorly fitted or top-dose-only effect, or another doubt; inactive = no such curve, though single readings can be large or run the other way;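 also: plate controls were no enzyme wells and a reference inhibitor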
Target sequence (P00352 whole entry, looked up): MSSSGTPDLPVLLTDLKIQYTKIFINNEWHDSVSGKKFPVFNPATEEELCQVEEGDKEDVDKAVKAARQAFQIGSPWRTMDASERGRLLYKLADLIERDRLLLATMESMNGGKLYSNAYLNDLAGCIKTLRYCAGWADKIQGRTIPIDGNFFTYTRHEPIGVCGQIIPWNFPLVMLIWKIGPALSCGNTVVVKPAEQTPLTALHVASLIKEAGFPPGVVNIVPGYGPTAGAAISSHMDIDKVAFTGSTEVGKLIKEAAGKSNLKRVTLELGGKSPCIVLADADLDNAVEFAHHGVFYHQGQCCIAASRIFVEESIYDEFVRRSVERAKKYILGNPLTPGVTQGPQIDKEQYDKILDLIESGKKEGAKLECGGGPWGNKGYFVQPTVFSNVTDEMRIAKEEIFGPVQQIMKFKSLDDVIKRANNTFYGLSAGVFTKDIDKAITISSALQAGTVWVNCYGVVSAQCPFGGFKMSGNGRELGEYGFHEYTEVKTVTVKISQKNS
TRb-SRC2 inh: qHTS for Inhibitors of the Interaction of Thyroid Hormone Receptor and Steroid Receptor Coregulator 2; Thyroid hormone receptor beta (Homo sapiens), P10828; TRbeta-SRC2 peptide binding, fluorescence polarization; receptor liganded with 1 µM T3; Potency, µM (titrated, usually from 106 µM), for the others: top-dose activity change, negative = inhibition, actives largely listed as inhibitors; 280,000 tested, 0.065% active; AID 1469, 2008;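 also: plate controls were bound peptide for no effect and peptide without receptor for full effect; nearly all actives have a fitted effect of over 50% in size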
Target sequence (P10828 whole entry, looked up): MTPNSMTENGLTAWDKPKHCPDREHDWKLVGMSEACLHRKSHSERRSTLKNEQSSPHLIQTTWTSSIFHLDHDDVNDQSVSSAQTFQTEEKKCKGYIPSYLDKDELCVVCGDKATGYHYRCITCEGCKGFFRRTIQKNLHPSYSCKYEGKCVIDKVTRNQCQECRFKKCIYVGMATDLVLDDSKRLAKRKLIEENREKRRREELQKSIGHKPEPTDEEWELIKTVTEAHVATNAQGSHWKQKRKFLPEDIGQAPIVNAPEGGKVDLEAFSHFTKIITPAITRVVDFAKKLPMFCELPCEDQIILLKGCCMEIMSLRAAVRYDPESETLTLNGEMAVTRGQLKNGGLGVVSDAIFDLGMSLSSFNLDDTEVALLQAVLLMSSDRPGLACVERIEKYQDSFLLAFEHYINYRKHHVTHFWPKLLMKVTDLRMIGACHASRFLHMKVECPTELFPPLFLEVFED
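Binding of a 20-amino-acid Texas Red SRC2 peptide (20 nM) to TRb ligand-binding domain (0.6 uM) with agonist T3 at 1 uM was followed by fluorescence polarization after a 5 hr room-temperature incubation.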
Tau FP inhib: qHTS for Inhibitors of Tau Fibril Formation, Fluorescence Polarization; K18 P301L tau heparin fibrillization, Alexa594 FP, 6 h; Potency, µM (series often up to 57.7 µM), for inactives: top-dose activity, negative = inhibition, most hits filed as inhibitors; 280,000 tested, 0.39% active; also: nearly all actives have a fitted effect of over 55% in size
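Recombinant K18 P301L […], labeled with Alexa 594 at 0.24 uM over 15 uM unlabeled; heparin inducer 20 uM final; 37 C, 6 hr; FP endpoint.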
* = called active by the depositor; ? = inconclusive; . = no result given; [ ] = another dose, or the depositor's remark. Unless noted, calls follow the shape of the dose curve; as a rule, active = well fitted curve in the direction sought with a large enough effect; inconclusive = small, poorly fitted or top-dose-only effect, or another doubt; inactive = no such curve, though single readings can be large; an effect the other way counts as inactive or inconclusive. Unless noted, % is scaled to controls: 0 for no effect and ±100 for the full control effect; potency is read from the fitted curve at half-maximal effect.

1) COc1ccc2oc(=Nc3ccccc3)c(-c3nc4ccccc4[nH]3)cc2c1
2) Cc1ccc(C(=O)Nc2ccc(C(=O)OCc3cc(=O)n4nc(C5CC5)sc4n3)cc2)cc1
3) O=S(=O)(c1ccccc1)c1nnn2c1nc(Nc1ccccc1)c1cc(Cl)ccc12
4) CCc1nnc(NS(=O)(=O)c2ccc(NC(=S)NC(=O)/C=C/c3ccccc3)cc2)s1
5) Cc1cccc(NC(=O)c2cccc(N3C(=O)C4C5CCC(C5)C4C3=O)c2)c1C (stereo unspecified)
6) O=C(CSc1nnc(C2COc3ccccc3O2)o1)NC1CCCCC1 (stereo unspecified)
7) COc1cc(/C=N/OCC(=O)NC23CC4CC(CC(C4)C2)C3)ccc1OCc1ccccc1
8) CCc1cccc(C)c1NC(=O)C1CCN(S(=O)(=O)c2c(C)noc2/C=C/c2c(C)cc(C)cc2C)CC1
Assay by compound	1	2	3	4	5	6	7	8
ALDH1A1 inh	3%	.	.	?	3%	-13%	22µM*	.
Tau fluor counter	-18%	4%	-11%	-8%	-4%	-13%	-11%	8%
TRb-SRC2 inh	-17%	-2%	-3%	12%	-4%	-2%	-1%	3%
Tau FP inhib	?	-3%	?	4%	7%	-1%	2%	-4%
Tau ThT inhib	?	12%	11%	?	-1%	-19%	?	15%
TexasRed fluor	-3%	0%	-6%	-3%	-9%	-2%	-5%	0%
aGal spleen mod	-8%	.	.	-4%	-3%	2%	-7%	.
L3MBTL1 block	6%	.	.	4%	6%	-2%	-5%	.

9) Cc1cc(C)n(/N=C/c2cccc([N+](=O)[O-])c2)c(=O)c1
10) COc1ccc2oc(-c3ccc(NC(=O)c4ccc(N5CCOCC5)c([N+](=O)[O-])c4)cc3)nc2c1
11) O=c1c2c3c(sc2n2cnnc2n1CCc1ccccc1)CCCC3
12) CCOc1ccc(NC(=O)CSc2nc3ccccc3nc2N2CCOCC2)cc1
13) CC(=O)Nc1ccc(S(=O)(=O)NCC(=O)OCC(=O)NC(=O)C2CCCCC2)cc1
14) CCCC(=O)Nc1cccc(NC(=O)CN2CCN(c3ccccc3OC)CC2)c1
15) Cc1cccc(CN2CCN(CC(=O)Nc3c(C)cccc3C)S2(=O)=O)c1
16) CCOc1ccc(S(=O)(=O)N2c3ccccc3CC2C)cc1 (stereo unspecified)
Assay by compound	9	10	11	12	13	14	15	16
ALDH1A1 inh	14%	13%	-6%	.	4%	-3%	.	?
Tau fluor counter	2%	-19%	0%	-14%	8%	4%	-1%	-27%
TRb-SRC2 inh	-9%[53 µM]	-4%	-18%	-21%	1%	5%	2%	4%
Tau FP inhib	2%	-6%	2%	-1%	-3%	6%	2%	-7%
Tau ThT inhib	9%	2.8µM*	-14%	-9%	1%	9%	5%	-10%
TexasRed fluor	0%[53 µM]	-3%	1%	?	2%	-7%	1%	-2%
aGal spleen mod	0%	7%	-6%	.	1%	15%	.	9%
L3MBTL1 block	-8%	-4%	6%	0%	9%	-2%	.	.

17) COc1ccc(NC(=O)c2ccc3c(=O)n(Cc4ccco4)c(=S)[nH]c3c2)c(OC)c1
18) NC(=O)c1ccc2nc(NC(=O)c3ccc(N)cc3)sc2c1
19) CC(C)(C)[C@@H]1C=C(C(=O)N2CCN(Cc3ccccc3)CC2)O[C@H](OCCCCO)C1
20) COc1ccc(C(=O)Nc2nc3ccc(S(C)(=O)=O)cc3s2)cc1OC
21) Cc1cc(C(F)(F)F)nn1CC(=O)N1CCCC1
22) COc1ccccc1NC(=O)Nc1ccc2[nH]c(=O)[nH]c2c1
23) O=C(CSc1ccccc1Cl)NC1CCCc2ccccc21 (stereo unspecified)
24) CC1CCCN(C(=O)C(Cc2ccccc2)n2cccc2)C1 (stereo unspecified)
Assay by compound	17	18	19	20	21	22	23	24
ALDH1A1 inh	0.89µM*	?	?	?	12%	1%	-6%	-2%
Tau fluor counter	-20%	-12%	2%	-5%	-7%	-17%	-16%	-6%
TRb-SRC2 inh	-1%	0%	-1%	0%	1%	6%	-4%	1%
Tau FP inhib	6%	9%	6%	-10%	-3%	?	-1%	-1%
Tau ThT inhib	?	-7%	-3%	-7%	-13%	?	-15%	-13%
TexasRed fluor	-4%	-7%	1%	-2%	0%	-5%	-6%	-3%
aGal spleen mod	8%	-8%	1%	4%	11%	5%	10%	4%
L3MBTL1 block	4%	-6%	12%	-1%	3%	0%	-8%	-3%

25) COc1ccc(C(=O)NNC(=O)Nc2ccc(C)cc2)cc1
26) COc1cc(OC)c(C(=O)OCC(=O)N2CC(=O)Nc3ccccc32)cc1OC
27) CCOC(=O)NN1C(=O)c2ccccc2NC1c1ccc(OC)cc1 (stereo unspecified)
28) COc1ccc2nc(NC(=O)CSc3nc4ccccc4o3)sc2c1
29) O=C(c1cnn2c(C(F)F)cc(-c3ccccc3)nc12)N1CCc2ccccc21
30) COc1ccc(NC(=O)c2ccc(C)o2)c([N+](=O)[O-])c1
31) O=S(=O)(c1ccc(Cl)c(NC(=S)N/N=C/c2ccc(O)cc2)c1)N1CCOCC1
32) CCC(Sc1nnc2c3ccccc3n(CC)c2n1)C(=O)Nc1ccc(NC(C)=O)cc1 (stereo unspecified)
Assay by compound	25	26	27	28	29	30	31	32
ALDH1A1 inh	5%	-3%	?	4%	-5%	10%	10µM*	.
Tau fluor counter	3%	-4%	3%	-5%	2%	-7%	?	-25%
TRb-SRC2 inh	-1%	4%	-4%	-8%	-1%	4%	-10%	-1%
Tau FP inhib	4%	-3%	-4%	-7%	-10%	5%	-4%	?
Tau ThT inhib	-2%	-3%	0%	?	-7%	-11%	?	-15%
TexasRed fluor	0%	3%	?	0%	1%	-22%	-1%	?
aGal spleen mod	-4%	-3%	-2%	-2%	-2%	-20%	3%	.
L3MBTL1 block	3%	.	8%	29%	3%	-2%	-16%	.

Quoted from the entries so far, 9 compounds:
24) CC1CCCN(C(=O)C(Cc2ccccc2)n2cccc2)C1 (stereo unspecified)
25) COc1ccc(C(=O)NNC(=O)Nc2ccc(C)cc2)cc1
26) COc1cc(OC)c(C(=O)OCC(=O)N2CC(=O)Nc3ccccc32)cc1OC
27) CCOC(=O)NN1C(=O)c2ccccc2NC1c1ccc(OC)cc1 (stereo unspecified)
28) COc1ccc2nc(NC(=O)CSc3nc4ccccc4o3)sc2c1
29) O=C(c1cnn2c(C(F)F)cc(-c3ccccc3)nc12)N1CCc2ccccc21
30) COc1ccc(NC(=O)c2ccc(C)o2)c([N+](=O)[O-])c1
31) O=S(=O)(c1ccc(Cl)c(NC(=S)N/N=C/c2ccc(O)cc2)c1)N1CCOCC1
32) CCC(Sc1nnc2c3ccccc3n(CC)c2n1)C(=O)Nc1ccc(NC(C)=O)cc1 (stereo unspecified)
Assay by compound	24	25	26	27	28	29	30	31	32
ALDH1A1 inh	-2%	5%	-3%	?	4%	-5%	10%	10µM*	.
Tau fluor counter	-6%	3%	-4%	3%	-5%	2%	-7%	?	-25%
TRb-SRC2 inh	1%	-1%	4%	-4%	-8%	-1%	4%	-10%	-1%
Tau FP inhib	-1%	4%	-3%	-4%	-7%	-10%	5%	-4%	?
Tau ThT inhib	-13%	-2%	-3%	0%	?	-7%	-11%	?	-15%
TexasRed fluor	-3%	0%	3%	?	0%	1%	-22%	-1%	?
aGal spleen mod	4%	-4%	-3%	-2%	-2%	-2%	-20%	3%	.
L3MBTL1 block	-3%	3%	.	8%	29%	3%	-2%	-16%	.

Carrying on:
33) Cc1ccc(NC(=O)CS(=O)(=O)c2cn(C)c3ccccc23)c(C)c1
34) Cc1nc2sc(C(c3ccco3)N3CCN(c4ccccc4)CC3)c(O)n2n1 (stereo unspecified)
35) CCn1c(SCC(=O)Nc2ccccc2C(=O)OC)nnc1-c1ccoc1C
36) COc1ccc(OC)c(N(CC(=O)Nc2ccc(NC(C)=O)cc2)S(C)(=O)=O)c1
37) COc1ccc(C(=O)NCc2cn3c(C)csc3n2)cc1OC
38) COc1ccc(-c2cn3nc(N4CCC(C(=O)NCc5ccc(F)cc5)CC4)sc3n2)cc1
39) O=C(COc1ccccc1Cl)Nc1ccc(Cl)c(-c2nc3ccccc3o2)c1
40) O=C(COC(=O)COc1ccc(Cl)cc1)Nc1ccc(F)c([N+](=O)[O-])c1
41) O=Cc1cn(-c2ccccc2)nc1-c1cc2cc(O)ccc2oc1=O
42) NC(=O)C(c1ccccn1)c1ncc(C(F)(F)F)cc1Cl (stereo unspecified)
43) O=C(COc1ccccc1-c1ccccc1)c1ccccc1
Assay by compound	33	34	35	36	37	38	39	40	41	42	43
ALDH1A1 inh	.	?	-3%	5%	11%	.	.	-5%	?	2%	-1%
Tau fluor counter	-4%	2%	-3%	-3%	2%	-10%	-13%	?	-19%	-1%	-24%
TRb-SRC2 inh	2%	8%	-12%	-1%	-6%	-3%	3%	0%	26%	-3%	-15%
Tau FP inhib	-9%	1%	0%	-3%	1%	-1%	?	?	?	-6%	-17%
Tau ThT inhib	2%	3%	-11%	-10%	0%	?	-6%	-11%	?	-1%	-8%
TexasRed fluor	-2%	1%	0%	5%	-2%	10%	-2%	-4%	-16%	0%	2%
aGal spleen mod	-1%	3%	4%	13%	5%	.	.	3%	?	5%	0%
L3MBTL1 block	.	3%	-3%	.	-16%	.	.	-4%	.	19%	96%[activator]
